PGC1a acetyl inh = lowers PGC1a acetylation signal in U2OS cells; inhibition, % at 15.6 µM; AlphaScreen anti-acetyl-lysine; with virally co-expressed GCN5 acetyltransferase; 0.17% of 350,000 active;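 active = every replicate shows inhibition of at least 40%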;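 also: 0% = neutral control wells and 100% = positive control wells; some results beyond the cut were filed as inactive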
PAX8 inh HTS = lowers PAX8-driven luciferase in RMG-I cells; RMG-I TPO-luciferase reporter, SteadyGlo, 24 h; inhibition, % at 12.6 µM; 1.2% of 360,000 active; AID 652154;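 active = mean replicate inhibition at least 60% with every replicate also reaching 60%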;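 also: luciferase light reporting Pax8 driven TPO promoter activity; plate controls were median of neutral control wells for no effect and mitoxantrone controls for full effect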
ARNT TACC3 PPI = disrupts binding between human ARNT and TACC3 | 0.66% of 390,000 active | inhibition, % at 9.99 µM | AlphaScreen His-ARNT PAS-B/GST-TACC3 binding, luminescence; TACC3 fragment carries E629A point mutation | Q9Y6A5;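 active = mean inhibition of replicates at least 50% and at least half of replicates each reaching 50%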;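 also: 0% = complete ARNT plus TACC3 wells and 100% = ARNT alone without TACC3; many hits fall short of the cut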
LGR2 inh = inhibitors of bursicon-induced Drosophila LGR2 receptor cAMP signaling; HEK293 LGR2, CRE-luciferase, bursicon-stimulated, 4 h; inhibition, % at 9.99 µM; 0.35% of 380,000 active; AID 720647;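 active = drop in luminescence signal, shown as inhibition above about 50% in the replicate tests, limit read from the data, passing the limit was not always enough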;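 also: agonist challenge used bursicon conditioned medium at about half maximal strength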
C2C12 statin = suppression of simvastatin myotoxicity | C2C12 myotubes + simvastatin, ATP luminescence, 48 h; scaled: DMSO 0, geranylgeraniol control 100 | rescue of ATP level, % at 7.49 µM | 0.78% of 330,000 active | AID 602340;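 active = mean ATP rescue above about 67%, or every replicate alone reaching that limit, limit read from the data, passing the limit was not always enough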;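 also: myotubes were challenged with 10 µM simvastatin during compound exposure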
INS-1E GSIS act = GLuc luminescence reporter in INS-1E cells, primary screen for activators of glucose-dependent secretion of insulin | AID 743287 | INS-1E GLuc reporter insulin secretion, 2-3 h | activation, % at 16.6 µM | 0.61% of 370,000 active;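 active = lowest replicate activation of at least 40%, so every replicate reaches that level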;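 also: 0% = median of neutral control wells and 100% = median of IBMX positive control wells; some compounds called inactive have numbers as strong as hits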
Cneo AK release = causes C. neoformans cell lysis. adenylate kinase release luminescence, 4 h; normalised: neutral wells 0, clomiphene wells 100. lysis activity, % at 15 µM. 0.2% of 360,000 active. AID 651654;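 active = mean lysis activity across replicates of at least 80%, whatever share of replicates individually reach that level; inactive = mean lysis activity below 80%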
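Signal: Adenylate kinase release luminescence | Assay system: Log-phase Cryptococcus neoformans yeast cells | Input: Cells at 5 × 10^6 per mL | Buffer or medium: Fresh YPD growth medium | Compound: Single dose | Schedule: Static 4 h at 37 °C with compound, 1 h detection | Controls: Clomiphene | Read-out: Luminescence rise reflecting yeast cell lysis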
PglD DTNB = blocks C. jejuni PglD acetyltransferase activity; purified PglD enzyme, DTNB colorimetric CoA detection; inhibition, % at 12.5 µM; 0.098% of 360,000 active; in the data active = inhibition above about 16%, passing the limit was not always enough; also: strong numbers were not always called active
The depositor's hits bear a star; x = not tested or not shown; & = joins results of further samples.

compound,PGC1a acetyl inh,PAX8 inh HTS,ARNT TACC3 PPI,LGR2 inh,C2C12 statin,INS-1E GSIS act,Cneo AK release,PglD DTNB
CCOC(=O)c1c(NC(=O)COC(=O)c2ccc(NC(=O)CC#N)cc2)sc(C(=O)NC)c1C,1,8,-3,-1,2,-7,-1,-5
COc1cccc(S(=O)(=O)N2CCCCN3[C@H](CO)[C@H](c4ccc(-c5cncnc5)cc4)[C@H]3C2)c1,-5,-19,4,-19,x,4,1,0
O=C(NCCc1ccccc1)[C@H]1[C@H](CO)[C@H]2Cn3c(cccc3=O)[C@@H]1N2C(=O)C1CCCC1,x,x,-2,-6,11,10,-4,3
Cn1nc(C(=O)Nc2cccc(S(=O)(=O)N3CCCC3)c2)c2ccccc2c1=O,-44,-5,9,-10,-4,15,2,-1
Cc1cccc(CN2CCC(CNC(=O)Cn3ncc4c([nH]c5ccccc54)c3=O)CC2)c1,-3,0,0,1,-5,-9,3,-3
O=C(COc1ccc(Cl)cc1)Nc1cc(S(=O)(=O)N2CCCCC2)ccc1N1CCCCC1,x,-1,2,27,x,10,0,1
O=c1oc2ccccc2c(Cl)c1CN1CCCCC1,x,-15,-1,4,1,-3,-1,0
CCOC(=O)Cn1cnc2c(nnn2-c2ccc(F)cc2)c1=O,9,-30,-3,2,13,7,0,-7
c1ccc2sc(-c3ccc4c(c3)OCO4)nc2c1,0,x,-12,x,-101,x,-10,0
CCN(c1ccccc1)S(=O)(=O)c1ccc(Cl)c(C(=O)N(CC2CCCO2)C2CCS(=O)(=O)C2)c1 (configuration not stated),8,-20,4,4,x,3,x,x
CC(=O)c1ccc(N2CCN(C(=O)CNC(=O)c3ccc(Br)o3)CC2)cc1,x,-2,x,0,-1,-2,1,3
C[C@@H]1CN([C@@H](C)CO)C(=O)c2cc(NC(=O)Cc3cn(C)c4ccccc34)ccc2O[C@H]1CN(C)C(=O)Nc1cccc2ccccc12,8,x,-4,19,-35,3,4,3
C=CCNC(=O)C1CC(=O)N(c2ccc(OCC(=O)NCc3ccccc3)cc2)C1 (configuration not stated),22,x,-1,x,-3,x,11,-4
Cc1csc2nc3ccccc3c(=O)n12,6,x,-1,x,5,x,0,4
CCOc1ccc(C(c2c(C)[nH][nH]c2=O)c2c(C)[nH][nH]c2=O)cc1OCC,x,10,17,-16,x,-18,4,0
CC1(C)CC(=O)C(=Cc2cn(-c3ccccc3)nc2-c2ccc(Cl)cc2)C(=O)C1,x,x,-4,x,-18,x,6,0
COc1ccc(CN(C)C[C@@H]2OCc3cnnn3CCCC(=O)N([C@H](C)CO)C[C@H]2C)cc1,4&-3&1,-21&-6&4,-5,-4&-12,-3&-1&12,12&4,0&-1,2&-2
COc1ccc(C(=O)CSc2nnc(CNC(=O)c3ccccc3)o2)cc1,-4,9,-8,13,x,-8,1,-4
CO[C@@H](CN(C)C(=O)c1cnccn1)[C@@H](C)CN([C@@H](C)CO)S(=O)(=O)c1ccccc1,9,x,-2,3,1,0,3,-1
C[C@@H]1CN([C@H](C)CO)C(=O)c2cccc(NC(=O)c3ccc(-c4nccs4)cc3)c2O[C@H]1CN(C)Cc1ccc(Oc2ccccc2)cc1,7,x,-12,10,-6,-39,-1,5
O=S(=O)(NCC[C@H]1CC[C@H](NS(=O)(=O)c2cccc(F)c2)[C@H](CO)O1)c1cccc(F)c1,3,7,x,4,x,-11,x,x
C[C@H](CO)N1C[C@H](C)[C@H](CN(C)C(=O)Nc2ccc(C(F)(F)F)cc2)Oc2c(NC(=O)c3cnccn3)cccc2C1=O,1,-2,-4,9,3,7,-2,4
COc1ccc(NC(=O)Nc2ccc3c(c2)C(=O)N([C@H](C)CO)C[C@@H](C)[C@H](CN(C)C(=O)Nc2ccc(C(F)(F)F)cc2)O3)cc1,-5,x,x,-1,49,-8,-1,7
C[C@@H]1CN([C@H](C)CO)C(=O)c2cc(N(C)C)ccc2O[C@H]1CN(C)Cc1ccncc1,5,-1,-1,6,20,35,-4,0
Cc1c(Cc2ccccc2)c(=O)oc2c(C)c(OC(C)C(=O)N[C@@H](Cc3ccccc3)C(=O)O)ccc12 (some centres not stated),-1,x,-13,0,1,-4,-1,1
COc1ccc(-n2cc(-c3ccccc3)c3c(NCCCN4CCOCC4)ncnc32)cc1,-1,18,12,0,x,-16,x,x
Cc1cc(C)c(C#N)c(SCC(=O)CC(=O)OC(C)C)n1,-4,x,-4,-9,-6,1,-1,1
CN1CCN(c2ccc(CNC(=O)C3(C)Cc4c(-c5ccc(C(N)=O)cc5)ccnc4O3)cc2)CC1 (configuration not stated),16,-8,x,-7,8,x,2,-1
Cc1cc(C)cc(NC(=O)C(Sc2nnc(C)c(=O)[nH]2)c2ccccc2)c1 (configuration not stated),-1,6,-5,-3,6,13,2,7
O=[N+]([O-])c1ccc([N+](=O)[O-])c(Nc2ccc(N3CCOCC3)cc2)c1,x,16,-4,10,x,-20,x,x
COC(=O)c1n[nH]n(-c2ccc(F)c(Cl)c2)c1=O,7,1,x,4,6,5,0,5
O=C(C[C@@H]1CC[C@H](NC(=O)Cc2cccnc2)[C@H](CO)O1)Nc1ccc(-c2ccccc2)cc1,-6,3,-3,6,2,0,20,-4
CCc1ccc(N(CC)c2ncnc3nc[nH]c23)cc1,17,-28,6,14,-8,18,0,5
COc1ccc(CNc2cc(C)nc3ccc(OC)cc23)cc1,0,22,15,-13,-159,19,3,-5
CCCCCN(CCCCC)C(=O)C(CCC(=O)O)NC(=O)c1ccc(Cl)c(Cl)c1 (configuration not stated),4,-5,-9,-10,3,x,-1,1
COc1cc(C)ccc1S(=O)(=O)NC(=O)C1(C)CCN1C(=O)c1ccc(C(F)(F)F)nc1C (configuration not stated),6,4,x,-1,2,9,-2,3
O=C(NCC[C@H]1CC[C@H](NC(=O)Nc2cc(F)ccc2F)[C@H](CO)O1)Nc1ccc(Cl)cc1,0,-60,4,-7,-6,-23,-6,1
CCOc1ccc(/C=C/C(=O)NCc2ccccc2)cc1,-2,-45,-4,x,x,x,-8,3
CN(C)c1ccc(S(=O)(=O)NCC(=O)NCC2CCCCC2)cc1[N+](=O)[O-],-8,-11,2,-4,-19,8,0,-2
COc1ccc(NC(=O)c2cc(-c3cc(Cl)ccc3OC)n[nH]2)c(OC)c1,-18,-1,x,-6,1,23,1,4
C[C@H]1CN([C@@H](C)CO)C(=O)c2cc(-c3cccc(F)c3)cnc2O[C@H]1CN(C)CC1CCOCC1,4,3,-5,8,-5,12,3,-2
Cc1cccn2c(CN(C)CCC3CCCCO3)c(C(=O)N3CCCCC3)nc12 (configuration not stated),x,17,-2,19,x,10,x,x
Cc1ccc(-c2ccc3c(c2)O[C@H](CN(C)Cc2cncnc2)[C@H](C)CN([C@H](C)CO)S3(=O)=O)cc1,8,-6,x,-4,4,-3,x,x
O=S(=O)(NCCSc1ccc(Cl)cc1)c1ccc2c(c1)OCCO2,-5,1,x,x,13,x,-1,-5
COc1ccc(NC(=O)N(C)C[C@H]2Oc3ccc(NC(=O)Nc4ccccc4)cc3C(=O)N([C@@H](C)CO)C[C@@H]2C)cc1,-4,-14,-5,5,-4,24,-4,-4
CC(OC(=O)c1ccc(-n2cnnn2)cc1)C(=O)Nc1ccccc1[N+](=O)[O-] (configuration not stated),1,7,3,-2,0,4,-1,1
N#C[C@H]1[C@H](c2ccccc2C2=CCCCC2)[C@@H](CO)N1S(=O)(=O)c1ccccc1,8,-23,x,68*,x,-23,x,x
C[C@@H]1CCCCO[C@@H](CN(C)Cc2ccc(C(=O)O)cc2)[C@H](C)CN([C@@H](C)CO)C(=O)c2cc(NC(=O)CCCN(C)C)ccc2O1,6,12,-8,-3,x,23,52,0
CCc1csc(N2[C@H](C#N)[C@@H](c3ccc(-c4ccc(F)cc4)cc3)[C@@H]2CO)n1,10,15,38,8,10,-11,2,2
Cc1ccc(C(=O)OCC(=O)Nc2ccc(C)c(S(=O)(=O)N3CCCCC3)c2)c(O)c1,9,-2,x,8,-5,-4,0,4
CCCCN(C)CCNC(=O)c1cn(C)c(=O)c2c1c1ccccc1n2C,17,0,-11,8,-4,-4,3,8
CC1CCN(C(=O)Cn2cc([N+](=O)[O-])ccc2=O)c2ccccc2S1 (configuration not stated),-3,1,-8,-1,5,-13,0,-1
C[C@H]1CN([C@@H](C)CO)C(=O)Cc2cc(NC(=O)C3CCCCC3)ccc2O[C@@H]1CN(C)Cc1ccc(C(F)(F)F)cc1,-3,15,-3,-4,48,-23,0,-2
O=C(C[C@H]1C=C[C@H](NC(=O)Nc2ccccc2)[C@@H](CO)O1)NCc1cccc(F)c1,15,-1,-1,9,-10,6,-1,7
COc1ccc(S(=O)(=O)Nc2ccc3c(c2)C(=O)N([C@H](C)CO)C[C@H](C)[C@@H](CN(C)S(=O)(=O)c2c(C)noc2C)OCCCC[C@H](C)O3)cc1,23,5,6,-1,x,18,5,-6
CCOC(=O)/C(C#N)=C/c1c(N2CCCCCC2)nc2ccccn2c1=O,4,-18,24,0,-4,-1,-1,3

The list goes on.
compound,PGC1a acetyl inh,PAX8 inh HTS,ARNT TACC3 PPI,LGR2 inh,C2C12 statin,INS-1E GSIS act,Cneo AK release,PglD DTNB
COC(=O)c1ccc(COc2ccccc2/C=N/NC(=O)c2cccnc2)cc1,x,-59,4,x,11,1,-1,0
C[C@H](CO)N1C[C@H](C)[C@H](CN(C)Cc2ccc(-c3ccccc3)cc2)Oc2ccc(NS(C)(=O)=O)cc2CC1=O,-5,-1,-3,-4,14,-19,-2,2
O=S(=O)(c1cccc2nsnc12)N1CCOCC1,-8,x,-2,x,114*,x,4,-1
COC(=O)CNC(=O)CSc1ccccn1,3,7,-3,x,6,x,-3,-1
COc1ccc(CC(=O)Nc2cc(S(=O)(=O)N3CCOCC3)ccc2N2CCOCC2)cc1,x,-12,-6,-6,x,5,x,x
Cc1nonc1OCCNc1ccc([N+](=O)[O-])cc1[N+](=O)[O-],x,11,12,27,x,-6,x,x
CSc1ccc(CCNC(=O)C2CCN(c3nnc(-n4cccc4)s3)CC2)cc1,-12,1,-3,-19,13,-1,2,5
O=C(NCC(=O)N(Cc1ccccc1)C(C(=O)NCC1CCCO1)c1ccccc1)c1ccco1 (configuration not stated),x,4,-1,-10,10,7,-8,-3
C[C@@H]1CN([C@@H](C)CO)C(=O)c2cccc(NC(=O)c3ccc(-c4nccs4)cc3)c2O[C@@H]1CN(C)C(=O)Nc1ccc2c(c1)OCO2,-16,x,9,-10,-1,-16,3,4
COc1ccc(Cl)cc1C(=O)OCC(=O)N1CCCC(C)C1 (configuration not stated),-2,-1,-6,-11,0,2,-1,2
O=C(CC[C@H]1O[C@@H](n2ccc(=O)[nH]c2=O)[C@H](O)[C@@H]1O)N[C@@H](Cc1ccccc1)C(=O)NCC1CCCO1 (some centres not stated),-1,28,x,-7,2,3,-1,-1
Brc1ccc(-c2cnnc(N3CCCC3)n2)cc1,-1,x,2,x,1,x,-4,3
Cc1onc(-c2ccccc2)c1C(=O)N/N=C/c1ccc(Br)cc1,x,-2,3,5,x,-30,-1,-6
COc1ccc(Cl)cc1NC(=S)N(Cc1ccc(C(=O)O)cc1)Cc1ccc(OC)c(OC)c1,-16,29,2,-26,x,-5,x,x
COCCOC(=O)c1c(C)oc2ccc(O)c(CN3CCC(C)CC3)c12,-6,x,0,16,-18,24,0,6

Source: PubChem
